Bioassay records: PubChem, National Center for Advancing Translational Sciences (NCATS)
PLK1 PBD inh: inhibitors of human PLK1 polo-box domain binding. P53350. Plk1 PBD binding of FITC phosphopeptide, fluorescence polarization. Potency, µM, inactives show max response, negative = inhibition, most hits filed as inhibitors. hit rate 2.8% among 360,000; also: potency is read from the fitted curve at half-maximal effect; series mostly up to about 57 µM; % is scaled to controls: 0 for no effect and ±100 for the full control effect; nearly all actives have a fitted effect of over 65% in size
CCT modulator: changes cytosolic chaperonin activity; purified chaperonin ATPase assay, HTRF ADP detection, 30 min; activity change, % (test concentration not listed), hits read low; AID 651819; hit rate 0.3% among 360,000; in the data active = activity change below about -30%; also: % is scaled to controls: 0 for no effect and ±100 for the full control effect
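First, chaperonin was dispensed at 40 nM or 20 nM final depending on batch activity. Next, compounds were pinned at 76 uM and ATP added at 10 uM. After 30 min at 37 °C, ADP detection reagents ran 30 min at ambient temperature.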
IL2 activator: activates IL-2 in a cell-based reporter assay. IL-2 activation reporter assay, cell-based qHTS; stimulated with anti-CD3/CD4/CD28 beads; in transgenic mouse T cells. activation, % (series mostly up to about 46 µM). hit rate 0.065% among 360,000. AID 652025; in the data active = activation above about 50%; inconclusive = mostly about 30% to 49%; also: 0% is about no effect
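Using fluorescent plate cytometry, EGFP and DsRed are detected in transgenic mouse T cells stimulated 18 h at 37 degrees C with antibody-coated beads after 60 min compound pretreatment.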
PI5P4Ka inh: blocks human PI5P4K alpha kinase activity; max response, %; P48426; AID 652105; PI5P4Kalpha enzyme, ADP-Glo luminescence, 60 min; hits give low values; hit rate 1.2% among 330,000; active = max response of -50% or lower; inconclusive = between -30% and -50%; inactive = -30% or higher; also: value at the top dose of about 77 µM; % is scaled to controls: 0 for no effect and ±100 for the full control effect
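Compounds were pin-transferred onto PI5P4Kalpha and substrate in HEPES pH 7.4 buffer with EGTA, CHAPS and 5% DMSO. ATP (5 microM final) started the reaction, which ran 60 minutes at room temperature before ADP-Glo detection.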
EPAC2 ag: EPAC2 (human) agonism; Q8WZA2; EPAC2 activation, biochemical qHTS; response scale: 100% = 6.5 mM cAMP response; Potency, µM (doses to about 154 µM), for inactives: at the highest dose activation, actives largely listed as activators; hit rate 0.079% among 360,000; AID 720711; also: potency is read from the fitted curve at half-maximal effect; nearly all actives have a fitted effect of over 50% in size
Target sequence (Q8WZA2 whole entry, looked up): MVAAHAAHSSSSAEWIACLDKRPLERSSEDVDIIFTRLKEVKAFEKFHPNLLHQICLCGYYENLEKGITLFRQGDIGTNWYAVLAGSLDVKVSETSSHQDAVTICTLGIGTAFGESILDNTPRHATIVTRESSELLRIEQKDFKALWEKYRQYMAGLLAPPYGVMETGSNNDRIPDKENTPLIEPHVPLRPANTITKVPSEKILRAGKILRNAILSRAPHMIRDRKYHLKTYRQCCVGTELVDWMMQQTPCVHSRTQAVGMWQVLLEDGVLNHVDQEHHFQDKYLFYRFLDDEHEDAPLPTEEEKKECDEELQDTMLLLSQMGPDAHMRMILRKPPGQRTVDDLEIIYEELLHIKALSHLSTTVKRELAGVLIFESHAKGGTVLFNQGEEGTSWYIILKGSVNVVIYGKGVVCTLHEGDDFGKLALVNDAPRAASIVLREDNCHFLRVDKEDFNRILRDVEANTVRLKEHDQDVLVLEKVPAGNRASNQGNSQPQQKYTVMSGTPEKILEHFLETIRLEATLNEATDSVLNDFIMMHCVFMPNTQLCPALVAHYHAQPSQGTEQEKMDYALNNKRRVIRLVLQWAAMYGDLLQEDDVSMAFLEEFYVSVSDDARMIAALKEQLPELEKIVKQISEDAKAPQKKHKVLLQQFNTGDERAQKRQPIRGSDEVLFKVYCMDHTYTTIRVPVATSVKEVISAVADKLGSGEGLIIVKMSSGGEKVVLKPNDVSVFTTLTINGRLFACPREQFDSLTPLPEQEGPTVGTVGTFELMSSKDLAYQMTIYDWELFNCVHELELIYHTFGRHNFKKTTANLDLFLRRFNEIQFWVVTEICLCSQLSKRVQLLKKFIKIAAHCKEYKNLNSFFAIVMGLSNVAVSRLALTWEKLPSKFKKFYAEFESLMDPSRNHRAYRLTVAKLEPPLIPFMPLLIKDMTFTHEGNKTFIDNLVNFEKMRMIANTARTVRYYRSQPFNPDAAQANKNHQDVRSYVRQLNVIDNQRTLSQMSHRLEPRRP
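Each well held 100 nM EPAC2, 250 nM RAP1B-BODIPY-GDP and 50 uM GDP. Fluorescence, read at 5-min intervals to 30 min, was referenced to a 6.5 mM cAMP positive control.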
EPAC1 ag: EPAC1 (human) agonism | AID 720707 | Potency, µM (highest dose often 154 µM), without a hit: at the top dose activation, most hits filed as activators | O95398 | hit rate 0.073% among 360,000 | EPAC1 agonist qHTS, biochemical assay; response scale: 100% = response to 6.5 mM cAMP; also: potency is read from the fitted curve at half-maximal effect; nearly all actives have a fitted effect of over 60% in size
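EPAC1 100 nM, Rap1B–BODIPY-GDP 250 nM, unlabeled GDP 50 uM; compound titration; 5 min RT; kinetic read ex480/em540 at 5-min intervals ×30 min; data normalized to 6.5 mM cAMP agonist control.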
EPAC1 antagonist: blocks human EPAC1 exchange factor | Potency, µM (top dose mostly 115 µM), inactives show at the top dose activity change, negative = inhibition, actives largely listed as inhibitors | EPAC1 GEF assay, Rap1b-BODIPY-GDP exchange fluorescence | hit rate 0.14% among 360,000 | AID 720709;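 also: potency is read from the fitted curve at half-maximal effect; plate controls were vehicle for no effect and positive control for full effect; nearly all actives have a fitted effect of over 50% in size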
WRN inhibitor: inhibitors of human WRN helicase; WRN helicase unwinding, fluorescent forked duplex, kinetic; Q14191; Potency, µM (titrated, usually from 114 µM), for the others: at the highest dose activity change, negative = inhibition, hits mostly inhibitors; hit rate 0.46% among 360,000; also: potency is read from the fitted curve at half-maximal effect; % is scaled to controls: 0 for no effect and ±100 for the full control effect; nearly all actives have a fitted effect of over 55% in size
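Screening of the MLSMR collection measured strand separation of a quenched forked DNA duplex (100 nM) by 20 nM WRN with 2 mM ATP, all final. Compounds were preincubated with enzyme 15 min at room temperature.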
Active calls of the source: *; ? = inconclusive; / = no result given; [ ] = another dose, or the depositor's remark. Unless noted, calls follow the shape of the dose curve; as a rule, active = well fitted curve in the direction sought with a large enough effect; inconclusive = small, poorly fitted or top-dose-only effect, or another doubt; inactive = no such curve, though single readings can be large; an effect the other way counts as inactive or inconclusive.

Results follow in this order: PLK1 PBD inh, CCT modulator, IL2 activator, PI5P4Ka inh, EPAC2 ag, EPAC1 ag, EPAC1 antagonist, WRN inhibitor
- CN(C(=O)COC(=O)CNC(=O)c1ccccc1F)C1CCCCC1
  -9%, -1.1, -2.1, 2, 4%, 9%, 2%, -3%
- Cc1nnc(Nc2ccc(C(=O)O)cc2)[nH]c1=O
  3%, 1.8, 0.8, 0, 1%, 8%, 3%, -10%
- O=C(Nc1ccc(S(=O)(=O)N2CCCC2)cc1)c1cccc(OC(F)F)c1
  -3%, 0.4, -2.1, -3, 6%, 2%, ?, -6%
- COc1ccc([N+](=O)[O-])cc1N(CC(=O)Nc1ccccc1C(=O)NC(C)C)S(C)(=O)=O
  -14%, -0.1, 0.3, -3, -1%, 1%, -3%, 13%
- O=C(NNC(=O)c1ccccc1Br)c1ccccc1Cl
  -8%, -1.8, -1.8, 6, 6%, 2%, -10%, 0%
- COCCN(C(=O)COC(=O)c1cc2c(s1)CCCC2)c1c(N)n(Cc2ccccc2)c(=O)[nH]c1=O
  -2%, 0.5, -5.0, -56*, -11%, -10%, ?, -16%[11.6 µM]
- CC1=CCC2C(=O)N(c3ccc(C(=O)Nc4ccccc4Cl)cc3)C(=O)C2C1 (stereo not drawn)
  -3%, -2.6, -1.6, 0, 23%, 4%, -5%, -8%
- CCC(=O)NC(=S)Nc1ccc(N2CCOCC2)cc1
  -1%, 1.1, -3.1, -2, 9%, 2%, -14%, -7%
- O=C(Nc1cccnc1)c1cccc(NC(=O)c2ccco2)c1
  -1%, -2.1, -0.5, -8, -20%, 1%, 13%, 4%
- N#Cc1cnn2c(-c3cccc(C(F)(F)F)c3)ccnc12
  3%, 0.6, 0.2, 4, 8%, 8%, -1%, -4%
- Cc1ccccc1NN=Nc1nc2c([nH]1)c(=O)n(C)c(=O)n2C
  ?, 0.0, -1.7, -16, 2%, 7%, 7%, -26%[57.1 µM]
- CC(=O)N=C1SC2CS(=O)(=O)CC2N1c1ccccc1Cl (stereo not drawn)
  -5%, 2.5, -3.6, 1, 9%, 8%, 16%, -12%
- COc1ccc(-c2ccc(-c3nc4c(c(=O)[nH]c(=O)n4Cc4ccccc4)n3C)o2)c([N+](=O)[O-])c1
  -5%, 1.4, 5.9, -16, 1%, 6%, 1%, -26%[57.1 µM]
- CN(CCc1cn[nH]c1)C(=O)CC1C(=O)NCCN1Cc1cccc(Oc2ccccc2)c1 (stereo not drawn)
  -13%, 0.2, -3.0, 3, 5%, 4%, -10%, 4%
- C[C@]12CCC(=O)C=C1[C@H](O)C[C@@H]1[C@@H]2[C@@H](O)C[C@@]2(C)[C@H]1CC[C@]2(O)C(=O)CO
  -13%, -1.7, -0.5, -8, 5%, -12%, -3%, 0%
- O=C(c1ccc(N2C(=O)C3CC=C(Cl)CC3C2=O)cc1)N1CCOCC1 (stereo not drawn)
  -12%, -1.7, -6.2, -4, 2%, -4%, 3%, -22%
- CN(C(=O)COC(=O)c1ccc2ccccc2n1)c1ccccc1
  1%, -3.0, 3.4, 2, 2%, 11%, 12%, -20%
- NC(=O)C1=C[C@@H](c2coc3ccccc3c2=O)C[C@@H](OCc2ccc(CO)cc2)O1
  ?, -6.5, -0.2, -2, 8%, 1%, -3%, 3%
- O=C(OCc1nnc(-c2ccc(Br)cc2)o1)c1cncc(Br)c1
  -15%, 1.2, -1.1, -9, 15%, 9%, -20%, -7%
- Cc1ccn(CCC(=O)N2CCCC(CCC(=O)N3CCN(c4ccccn4)CC3)C2)n1 (stereo not drawn)
  -3%, 0.0, -0.7, -1, -3%, 5%, -9%, 7%
- Cc1nc(C)c(C(=O)C2=C(O)C(=O)N(CCN(C)C)C2c2ccco2)s1 (stereo not drawn)
  -9%, -0.5, -0.2, 4, 7%, 14%, -20%, -12%[11.6 µM]
- Cc1ccc(NC(=O)C2CCN(S(=O)(=O)c3cccc4nonc34)CC2)nc1
  0%, -2.4, -0.2, -8, 5%, 3%, 12%, 0%
- Cc1ccc(NC(=O)CN(C)C(=O)c2nn(C)c(=O)c3ccccc23)cc1
  -7%, -1.2, -2.2, 0, -2%, -7%, -3%, 12%
- CCOC(=O)N(NC(=O)C(O)(CC(C)C)CC(C)C)c1ccccc1
  -16%, -1.4, -2.5, 0, -1%, -1%, -1%, -23%[57.1 µM]
- NC(=O)CSc1nnc(-c2cccnc2)n1CCc1ccccc1
  -3%, -0.5, 0.2, -3, -8%, -4%, 0%, 13%
- COC(=O)c1cc(OC)nc(OC)c1
  -2%, 0.3, 0.8, 4, 3%, -15%, -2%, 7%
- COCc1nc2oc3ccccc3c(=O)c2cc1C(=O)OC
  -1%, -0.4, -2.3, 10, 5%, 7%, -6%, -2%
- Nn1c(CSc2nc3ccccc3o2)nnc1CSc1nc2ccccc2o1
  -19%, -3.9, 0.4, 1, 13%, -2%, -3%, -14%
- CC(C)(C)NC(=O)C(c1ccncc1)n1c(=O)c(-c2ccccc2)nc2ccccc21 (stereo not drawn)
  -5%, /, 0.2, 5, 4%, 6%, 8%, -7%
- Nc1c(Br)c(=O)[nH]c(=O)n1-c1ccc(F)cc1
  -7%, 0.7, 0.4, 1, 5%, -3%, 21%, 8%
- CC(C)(C)OC(=O)NC(CC(=O)OCc1ccccc1)C(=O)O (stereo not drawn)
  -12%, -1.4, 2.1, -1, 8%, 10%, -20%, 4%
- O=S(=O)(c1cc(Cl)ccc1Cl)N1CCN2CCCC2C1 (stereo not drawn)
  9%, -5.3, -0.6, -3, -7%, 5%, 9%, 2%
- CC(=O)Nc1ccc(S(=O)(=O)NCC2(N3CCOCC3)CCCCC2)cc1
  -11%, -4.6, -3.6, 5, 13%, 1%, -22%, 20%
- Cc1c(C)c2ccc(OCC(=O)N3CCN(c4ccccc4)CC3)cc2oc1=O
  -14%, -1.2, -0.7, 0, 3%, 2%, 5%, 4%
- COc1ccc(C(=O)NCC(c2cccnc2)N2CCN(c3ccccc3OC)CC2)cc1OC (stereo not drawn)
  -11%, -1.2, -3.8, 6, 4%, -6%, 2%, 6%
- CC[n+]1c(/C=C(\C)Nc2ccccc2)sc2ccccc21
  -5%, -0.5, -6.4, 6, -4%, -10%, -16%, -3%
- CCCCN1C(=O)/C(=C2/Sc3ccc(OC)cc3N2CC)SC1=S
  -27%, -0.2, 118*, 9, 5%, 9%, 0%, -1%
- COc1ccc(CCNC(=O)C2CCN(S(=O)(=O)c3ccc(OC)c(OC)c3)CC2)cc1OC
  1%, -0.1, -1.9, 3, 4%, -10%, 12%, -3%[57.1 µM]
- O=C(C[C@H]1C/C=C\C[C@@H](Cc2ccc(F)cc2)C(=O)O[C@@H](c2ccccc2)CNC1=O)N[C@@H](CO)Cc1ccccc1
  1%, -0.5, -0.3, -12, -12%, -31%[inhibitor], 4%, 7%
- CCCCN1C(=O)CC(C(=O)O)C1c1ccc(OC)cc1 (stereo not drawn)
  2%, -0.7, -1.2, 0, 4%, 5%, 11%, 10%
- O=C(NCc1ccccn1)c1cccc(S(=O)(=O)Nc2ccc(SC(F)F)cc2)c1
  ?, 1.5, -1.8, -3, 5%, -5%, -7%, 0%
- C[C@H](CO)N1C[C@H](C)[C@@H](CN(C)C(=O)NC2CCCCC2)Oc2c(NS(=O)(=O)c3cccs3)cccc2C1=O
  -10%, -0.6, -1.5, 2, 7%, -8%, -1%, 2%
- CC(/C=N/NC(=O)c1cccc(F)c1)=C\c1ccccc1
  -4%, 0.9, 0.4, 10, 11%, 1%, 1%, -1%
- Cc1nc2ccc(C(=O)Nc3ccccc3Cl)cc2s1
  -2%, -0.2, 1.0, -9, 0%, -2%, 1%, 2%
- O=c1[nH]n(-c2ccccc2)c(=O)c(Cl)c1Cl
  -9%, -9.1, 1.0, /, 9%, 6%, -2%, -19%
- Cc1cc(NC(=O)c2cccc(F)c2)no1
  -5%, 1.3, 0.4, -2, 1%, -9%, 7%, 2%
- CCc1nn2c(N3CCOCC3)cc(C)nc2c1-c1ccccc1
  -3%, -0.4, -1.6, 1, -5%, 3%, 13%, 1%
- COc1ccc(-c2nnc(SCC(=O)N/N=C/c3ccccc3C(=O)O)n2-c2ccccc2)cc1
  -10%, -3.8, 1.2, -23, 1%, -15%, 20%, -1%
- COc1ccc(NC(=O)NNC(=O)COc2ccc3ccccc3c2)cc1
  -4%, -3.6, 2.4, 0, 5%, 27%, -17%, -21%
- CCCC(=O)Nc1ccccc1Sc1ncnc2scc(-c3ccccc3)c12
  -6%, -1.3, 1.1, 12, 9%, 8%, -6%, 4%

Further results follow.
Results follow in this order: PLK1 PBD inh, CCT modulator, IL2 activator, PI5P4Ka inh, EPAC2 ag, EPAC1 ag, EPAC1 antagonist, WRN inhibitor
- O=c1c2[nH]c3ccccc3c2ncn1CCN1CCOCC1
  -7%, -1.6, -3.0, 0, 1%, 3%, 3%, -6%
- CCCN(C(=O)c1cn(-c2ccccc2)nc1-c1ccc(OC)cc1)C1CCS(=O)(=O)C1 (stereo not drawn)
  -7%, -0.5, -4.8, -7, 19%, 3%, -9%, 1%
- CC1CC(C)CN(S(=O)(=O)N2CCCC(C(=O)NCCc3ccccc3)C2)C1 (stereo not drawn)
  2%, 0.5, -2.2, 9, -4%, -3%, -10%, 6%
- CC(C)CNC(=O)CSc1ccc(S(=O)(=O)N2CCN(C)CC2)cn1
  2%, 0.4, -0.1, 1, 5%, 0%, 9%, 1%
- CCOc1ccccc1C(=O)NCC(=O)N(C)Cc1ccccc1C
  -13%, 0.2, 0.1, 4, 9%, 3%, 1%, 0%
- Cc1ccc2c(c1)C1CN(C)CCC1N2C(=O)COc1ccc(N(C)C(=O)C(C)(C)C)cc1 (stereo not drawn)
  -7%, -0.4, -1.6, 2, -10%, 2%, 3%, -7%

Quoted from the entries so far (2 entries):
Results follow in this order: PLK1 PBD inh, CCT modulator, IL2 activator, PI5P4Ka inh, EPAC2 ag, EPAC1 ag, EPAC1 antagonist, WRN inhibitor
- CCCN(C(=O)c1cn(-c2ccccc2)nc1-c1ccc(OC)cc1)C1CCS(=O)(=O)C1 (stereo not drawn)
  -7%, -0.5, -4.8, -7, 19%, 3%, -9%, 1%
- CC1CC(C)CN(S(=O)(=O)N2CCCC(C(=O)NCCc3ccccc3)C2)C1 (stereo not drawn)
  2%, 0.5, -2.2, 9, -4%, -3%, -10%, 6%

These rows are one share of the data, so the mix of outcomes need not match the whole.
